# MBNL1-CUG inh = MBNL1-poly(CUG) RNA binding inhibition; TR-FRET MBNL1-His/biotin-(CUG)12 binding, 665/545 ratio; Potency, µM (series often up to 57.5 µM), without a hit: top-dose activity change, negative = inhibition, most hits filed as inhibitors; 280,000 compounds, 0.036% hits; active means well fitted inhibition curve with a large enough effect in the signal ratio, with a control signal flat, not every such curve was filed as active; inconclusive means small, poorly fitted or top-dose-only effect, or effect the other way, or a change in a side signal; inactive means no such curve, though single readings can be large or run the other way; the % refers to the signal ratio; further: potency means the concentration at half of the fitted maximal effect; on the % scale 0 is the no-effect control and ±100 the full control effect
#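 Ratiometric TR-FRET (665 over 545 nm, excitation 340 nm) tracks disruption of MBNL1-His/biotin-(CUG)12 complex after 60 min at room temperature, with compounds at 92 nM to 58 uM final.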
# USP2a inh = inhibitors of human ubiquitin-specific protease USP2a; 330,000 compounds, 0.01% hits; USP2 core, Ub-CHOP2 coupled fluorogenic reporter, 485/531; Potency, µM (doses to about 38.3 µM), inactives show top-dose activity change, negative = inhibition, usual class: inhibitors; AID 463254; O75604;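 further: potency means the concentration at half of the fitted maximal effect; plate controls were DMSO wells for no effect and full inhibition by NEM control for full effect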
#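 USP2 core (10nM final) preincubated 30min RT with compound in 20mM Tris-HCl pH 8.0, 2mM CaCl2, 2mM beta-mercaptoethanol, 0.05% CHAPS; 25nM Ub-CHOP2 plus 25nM reporter substrate added, fluorescence (Ex485/Em531) read after 60min.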
# ASM inhibitor = blocks human secretory acid sphingomyelinase | placental ASM, HMU-PC fluorogenic substrate, 60 min | 340,000 compounds, 0.006% hits | Potency, µM (series often up to 57.5 µM), inactives show top-dose activity change, negative = inhibition, most hits filed as inhibitors; further: potency means the concentration at half of the fitted maximal effect
#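 HMU-PC0 cleavage (9 uM final) by human placental ASM, 60 min at 37 °C following 10 min compound exposure at RT; stopped at pH 10, fluorescence Ex 386/Em 447 nm.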
# Eya2 inh = inhibitors of human Eya2 phosphatase activity; O00167; recombinant Eya2, OMFP fluorescence dephosphorylation (OMFP is methylfluorescein phosphate); Potency, µM (titrated, usually from 76.9 µM), without a hit: at the top dose activity, negative = inhibition, hits mostly inhibitors; 330,000 compounds, 0.006% hits; further: potency means the concentration at half of the fitted maximal effect; on the % scale 0 is the no-effect control and ±100 the full control effect
#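 Eya2 (0.2 uM) preincubated 10 min at ambient with compound, then OMFP substrate added at 50 uM; 10 min reaction in 50 mM HEPES pH 7.5, 50 mM NaCl, 5 uM MgCl2, 0.05% BSA, 1 mM DTT. Fluorescence read at Ex 485/Em 525 nm.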
# GALK inhibitor = galactokinase (human) inhibition; Purified GALK, Kinase-Glo residual ATP luminescence; AID 1868; 270,000 compounds, 0.007% hits; P51570; Potency, µM (series often up to 57.5 µM), for the others: at the highest dose activity change, negative = inhibition, most hits filed as inhibitors; further: potency means the concentration at half of the fitted maximal effect; on the % scale 0 is the no-effect control and ±100 the full control effect
# Target sequence (P51570 whole entry, looked up): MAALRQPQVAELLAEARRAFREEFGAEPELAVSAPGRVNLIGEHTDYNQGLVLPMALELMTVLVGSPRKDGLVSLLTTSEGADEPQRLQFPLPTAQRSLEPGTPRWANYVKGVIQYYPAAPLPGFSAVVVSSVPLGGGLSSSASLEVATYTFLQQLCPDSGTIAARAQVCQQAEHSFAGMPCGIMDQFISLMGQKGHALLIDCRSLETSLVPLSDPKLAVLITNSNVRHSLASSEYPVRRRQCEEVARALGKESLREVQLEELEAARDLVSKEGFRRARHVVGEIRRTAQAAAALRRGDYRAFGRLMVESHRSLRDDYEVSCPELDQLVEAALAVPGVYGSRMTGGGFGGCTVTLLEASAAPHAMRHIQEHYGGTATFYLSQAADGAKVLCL
#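 Quantitative HTS: GALK 5 nM, ATP 35 uM, galactose 100 uM, 1 h room temperature, then luciferase-based ATP detection.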
# BCR signal inh = blocks chronic active B-cell receptor signaling; ABC-DLBCL IkBa-CBG/CBR reporter, luminescence ratio, 4 h; AID 493014; 340,000 compounds, 0.05% hits; Potency, µM (doses to about 46.1 µM), for inactives: top-dose ratio change, negative = lower green/red ratio, actives largely listed as inhibitors; active means well fitted inhibition curve with a large enough effect in the signal ratio, with a control signal flat, not every such curve was filed as active; inconclusive means small, poorly fitted or top-dose-only effect, or effect the other way, or a change in a side signal; the % refers to the signal ratio;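 further: potency means the concentration at half of the fitted maximal effect; plate controls were basal doxycycline-induced cells for no effect and cells given 10 µM MG132 for full effect; MG132 reads +100%, hits lower the ratio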
#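 TMD8 human ABC-DLBCL cells with doxycycline-inducible IκBα–green luciferase fusion and unfused red luciferase, in 0.5% FBS medium; compounds up to 46 uM, 4 h at 37C. Green/red luminescence ratio, filter-overlap corrected, fitted to concentration-response curves.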
# Mito fusion yeast = mitochondrial division inhibition or fusion activation. S. cerevisiae fusion-defective mutant growth rescue, CellTiterGlo 48 h. Potency, µM (top dose mostly 46.1 µM), for inactives: top-dose growth rescue (activation), actives largely listed as activators. 320,000 compounds, 0.23% hits;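 further: potency means the concentration at half of the fitted maximal effect; % of control where 0% means no effect; nearly all actives have a fitted effect of over 45% in size; temperature-sensitive fusion mutants such as fzo1-1 at 37 °C on non-fermentable ethanol glycerol medium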
#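 Luminescent cell viability in 1536-well qHTS format served as the measure of rescued growth in ts fusion-mutant S. cerevisiae cultured on non-fermentable YPEG for 48 hours at 37C.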
# Menin MLL FP TR = inhibitors of human menin-MLL interaction, mutant MLL peptide. Menin + Texas Red MLL mutant peptide, fluorescence polarization. Potency, µM (highest dose often 61.6 µM), inactives show at the highest dose FP activity change, negative = inhibition, actives largely listed as inhibitors. 270,000 compounds, 0.23% hits; active means well fitted inhibition curve with a large enough effect in the polarisation, with a control signal flat, not every such curve was filed as active; inconclusive means small, poorly fitted or top-dose-only effect, or effect the other way, or a change in a side signal; inactive means no such curve, though single readings can be large or run the other way; the % refers to the polarisation; further: potency means the concentration at half of the fitted maximal effect; % of control where 0% means no effect; many of its hits are not listed in these tables
# Target sequence (O00255 whole entry, looked up): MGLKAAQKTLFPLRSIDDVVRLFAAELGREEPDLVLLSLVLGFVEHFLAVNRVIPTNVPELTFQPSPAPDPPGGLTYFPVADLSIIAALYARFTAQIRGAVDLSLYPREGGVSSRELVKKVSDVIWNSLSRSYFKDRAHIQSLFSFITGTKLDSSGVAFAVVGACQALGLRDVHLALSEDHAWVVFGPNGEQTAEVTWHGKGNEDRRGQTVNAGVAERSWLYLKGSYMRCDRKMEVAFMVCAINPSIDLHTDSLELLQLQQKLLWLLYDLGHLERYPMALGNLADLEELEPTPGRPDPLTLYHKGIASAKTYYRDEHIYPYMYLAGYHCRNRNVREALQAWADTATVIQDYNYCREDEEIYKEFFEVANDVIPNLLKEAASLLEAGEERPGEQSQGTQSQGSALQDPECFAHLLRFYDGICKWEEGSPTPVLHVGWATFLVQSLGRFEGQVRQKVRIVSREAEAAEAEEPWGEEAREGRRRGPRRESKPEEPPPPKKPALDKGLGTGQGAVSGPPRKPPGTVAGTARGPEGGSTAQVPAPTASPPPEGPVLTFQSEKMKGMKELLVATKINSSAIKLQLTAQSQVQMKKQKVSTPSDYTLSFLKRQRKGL
# hERG WT inh = KCNH2 (human, wildtype) channel inhibition; 340,000 compounds, 0.37% hits; activity change, % at 1.84 µM; AID 720551; Q12809; U2OS, BacMam KCNH2, thallium flux FluxOr; hits give low values;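 active means maximum activity change below -70%; inconclusive means maximum activity change between -70% and -50%; inactive means maximum activity change above -50%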; further: on the % scale 0 is the no-effect control and ±100 the full control effect
#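 U2OS cells transduced with wild-type KCNH2 virus are loaded with FluxOr dye for 45 min, and thallium flux is measured in kinetic reads before and after stimulation buffer. Rate constants are normalized to DMSO controls.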
# PKM2 act = PKM2 (human) enzyme activation; P14618; purified PKM2, Kinase-Glo ATP luminescence, activation; response scale: 0% is enzyme alone, no compound; Potency, µM (series often up to 57.5 µM), for inactives: at the top dose activation, actives largely listed as activators; 260,000 compounds, 0.34% hits; AID 1631; further: potency means the concentration at half of the fitted maximal effect; on the % scale 0 is the no-effect control and ±100 the full control effect; nearly all actives have a fitted effect of over 55% in size
#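 hPK-M2, >95% pure; 0.1 mM ADP / 0.5 mM PEP final; imidazole pH7.2 buffer w/ 7 mM MgCl2, 50 mM KCl; 1 h RT; Kinase-Glo lum. Intermediate enzyme activity for dual inhibitor/activator qHTS.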
# TSHR antagonist = human thyrotropin receptor antagonism. TSHR-expressing cells, TSH-stimulated cAMP HTRF, 2 h; hits give low values. activity change, negative = inhibition, % at 11.5 µM. 330,000 compounds, 0.2% hits. AID 504810;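 active means activity change below a set negative limit, meaning inhibition stronger than a set level, cut at about -70% in these data; inconclusive means activity change between two set negative limits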; further: on the % scale 0 is the no-effect control and ±100 the full control effect
#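 Read-out is FRET at 665 nm (cryptate excitation 337 nm) from a cryptate-tagged anti-cAMP antibody, competed by cell cAMP against cAMP-d2. Compounds are tested on freshly harvested TSHR cells challenged with 4nM TSH (EC80) for 2 hours at 37 deg C.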
# * marks the source's active call; other numbers are inactive results; i = inactive; ? = inconclusive; / = not tested or not shown; [ ] = dose if it differs, or a comment. Unless noted, the call rests on the fitted dose curve; in most records, active means well fitted curve in the direction sought with a large enough effect; inconclusive means small, poorly fitted or top-dose-only effect, or another doubt; inactive means no such curve, though single readings can be large; an effect the other way counts as inactive or inconclusive. This is a subset; the hit share may differ from the screen's.
SMILES	MBNL1-CUG inh	USP2a inh	ASM inhibitor	Eya2 inh	GALK inhibitor	BCR signal inh	Mito fusion yeast	Menin MLL FP TR	hERG WT inh	PKM2 act	TSHR antagonist
COc1cccc(NC(=O)C(C)NS(=O)(=O)c2ccc(Br)cc2)c1 (stereo unspecified)	-6%	0%	3%	-3%	-3%	-8%	2%	/	-8	-2%	-6
Cc1ccccc1NS(=O)(=O)c1ccc(C(=O)N2CCC2)cc1	/	0%	-4%	21%	/	0%	-1%	/	8	/	19
CCC(=O)Nc1cc2c(cc1C(=O)CC)OCCO2	16%	3%	25%	-3%	0%	12%	5%	1%[11.7 µM]	-1	16%	-9
CCN(CC)CCCNC(=O)c1nn(-c2ccccc2OC)c(=O)c2ccccc12	-2%	1%	7%	12%	-2%	?	-7%	?	-2	-15%	27
COc1ccccc1C(=O)N1CCN(Cc2cn[nH]c2-c2ccc(F)cc2F)CC1	-10%	-3%	0%	-3%	5%	-1%	0%	10%	6	?	4
Cc1cccc(Nc2nc3ccccc3s2)c1C	-2%	2%	-8%	-4%	2%	?	0%	-7%	4	0%	-10
CCOc1cnc(-c2c(-c3ccccc3Cl)noc2C)o1	-8%	-1%	-5%	-7%	-1%	4%	3%	6%	1	1%	-1
O=C(C(=O)N1CCc2ccccc2C1)c1c[nH]c2ccccc12	1%	2%	-1%	6%	-1%	?	12%	5%	/	1%	-12
CC(=O)Nc1nonc1-c1nc2ccccc2n1Cc1nnc(C)o1	-9%	-3%	3%	-5%	-2%	-3%	1%	6%	4	2%	4
COCCCNC(=O)Cn1nc(-c2ccc(C)cc2)ccc1=O	8%	-1%	2%	?	-1%	1%	1%	19%	26	7%	7
CN(C)c1ccc(-c2nnc(-c3ccccc3F)o2)cc1	32%[activator]	1%	454%[activator]	?	-1%	?	-1%	1%	-3	-5%	-4
Cc1ccc(-c2nnc(SCC(=O)NNC(=O)COc3cccc(C)c3)n2C)cc1	-8%	1%	1%	-2%	1%	-5%	0%	/	30	-1%	13
O=C(C1CCCCC1)N1CCCC(c2nc3c(nnn3Cc3ccccc3)c(=O)[nH]2)C1 (stereo unspecified)	7%	3%	-1%	-9%	6%	?	0%	?	1	1%	7
CC1CCCN(c2ncnc3c2cnn3-c2ccc(Cl)cc2)C1 (stereo unspecified)	-4%	2%	-6%	3%	0%	-2%	5%	/	3	-1%	3
NS(=O)(=O)c1ccc(CCNC(=O)CCCn2c(=O)[nH]c3ccc(Br)cc3c2=O)cc1	0%	0%	2%	-1%	0%	7%	4%	-4%	3	0%	-4
CC(C)C(NC(=O)c1c(F)cccc1F)C(=O)NCCc1ccc(S(N)(=O)=O)cc1 (stereo unspecified)	-5%	-1%	3%	12%	5%	?	-1%	0%	2	5%	-2
CC(=O)c1ccc(-c2ccc(C(=O)NCC3CCCO3)o2)cc1 (stereo unspecified)	/	3%	46%[activator]	-7%	/	0%	5%	/	0	/	0
Nc1ccc2nc(N3CCOCC3)sc2c1	-2%	4%	-2%	8%	1%	?	-3%	-1%	3	-28%	-17
COCCCn1c2nc3ccccc3nc2c2c(=O)n(Cc3ccc(Cl)cc3)cnc21	5%	-1%	88%[activator]	-2%	12%	1%	0%	6%	-4	0%	-10
Cc1c(NC(=O)CSc2nc(-c3ccco3)cc(C(F)(F)F)n2)c(=O)n(-c2ccccc2)n1C	?	2%	2%	-1%	1%	-3%	-2%	-27%	4	-1%	1
CC(=O)N1CCN(CC(O)COc2ccc(OCc3ccccc3)cc2)CC1 (stereo unspecified)	3%	-1%	2%	-31%	0%	2%	-5%	-6%	-21	4%	2
O=C(Nc1ccc2c(c1)OCO2)C1CC(=O)N(c2cccc(Cl)c2)C1 (stereo unspecified)	0%	2%	-2%	-7%	0%	-1%	-5%	-1%	-10	-2%	1
FC(F)(F)C1=CC(c2ccc(Cl)cc2)=NCCN1	?	0%	-3%	-20%	4%	1%	-8%	-2%	-2	-3%	3
COC(=O)c1sccc1NC(=S)N1CCC(C(N)=O)CC1	1%	1%	-3%	5%	-3%	-1%	-1%	10%	-7	-7%	11
CCN(CC)S(=O)(=O)c1ccc(NC(=O)C(OC)c2ccccc2)cc1 (stereo unspecified)	4%	/	-1%	/	-1%	/	4%	-7%	2	-8%	/
CCCC(=O)NC(c1ccc(C)cc1)c1ccc2cccnc2c1O (stereo unspecified)	17%	3%	-1%	3%	2%	-3%	0%	?	7	-21%[11.5 µM]	-10
CN(C(=O)Nc1ccc(S(=O)(=O)N(C)C)cc1)C1CCCCC1	-6%	0%	2%	1%	-3%	16%	-5%	-33%	-24	-2%	6
Cc1cccc(NC(=O)c2ccccc2NC(=O)C(C)(C)C)n1	8%	-1%	7%	-3%	7%	7%	2%	0%	-4	0%	-1
O=C(Cc1ccccc1)Nc1ccccc1N1CCOCC1	1%	-4%	-1%	12%	0%	9%	3%	-10%	-6	-2%	-7
Cc1ccc(-c2nn(-c3ccccc3)cc2CN(Cc2ccccc2)C(=O)CCC(=O)O)o1	8%	-1%	7%	0%	-3%	0%	4%	-14%	2	?	2
O=C(O)COc1c(Cl)cc(/C=C2\NC(=O)NC2=O)cc1Br	?	3%	7%	6%	2%	?	8%	7%	10	-5%	0
C/C(=N\NC(=S)NC(C)C)c1ccccc1OC(F)F	-8%	4%	4%	-11%	7%	?	-9%	0%	-1	0%	0
Cn1nc(C(=O)Nc2ccc(S(=O)(=O)N3CCOCC3)cc2)c2ccccc2c1=O	0%	-2%	-6%	4%	0%	2%	-1%	4%	1	0%	-7
O=C(NNC(=S)Nc1ccc(F)cc1F)c1ccco1	-5%	1%	6%	-5%	0%	?	-3%	7%	2	-12%	-8
Cc1ccccc1-c1nc(C#N)c(NCc2ccco2)o1	-1%	0%	6%	-13%	1%	-2%	-24%	55%[activator]	i	-11%	4
COc1ccc(C2=NOC(Cn3nc(-c4ccccc4)cc3C(=O)NCc3cccs3)C2)cc1 (stereo unspecified)	/	-5%	-13%	-26%	/	?	/	/	-3	/	3
O=C(Cn1c(=O)n(CC2CCCO2)c(=O)c2ccccc21)c1ccccc1 (stereo unspecified)	-1%	1%	-1%	-3%	2%	17%	7%	-5%	-11	-2%	2
NC(=NCCc1c[nH]c2ccccc12)NS(=O)(=O)c1ccc2ccccc2c1	-19%	-12%	-11%	3%	1%	?	?	?	22	22%	-4
O=[N+]([O-])c1ccccc1-c1cc(-c2cc(Cl)ccc2O)n[nH]1	/	-5%	-6%	-19%	0%	6%	2%	?	-6	-1%	-5
O=C1Nc2cc(Br)ccc2C1(O)c1ccccc1O (stereo unspecified)	-5%	-2%	-1%	-4%	1%	2%	-2%	21%	-12	/	-1
CCn1cnc2scc(-c3ccc(OC)cc3)c2c1=O	4%	3%	43%[activator]	-11%	0%	-10%	-2%	-5%	3	3%	0
NS(=O)(=O)c1ccc(NC(=O)Nc2cccc3ccccc23)cc1	25%	0%	-4%	-6%	0%	?	-3%	/	4	3%	-11
O=[N+]([O-])c1ccc(Cc2ccncc2)cc1	?	-10%	-3%	-6%	-1%	1%	2%	-18%	-1	0%	-8
O=C(c1ccc(Cl)cc1Cl)N1CCC(C(=O)N2CCOCC2)CC1	8%	0%	3%	0%	0%	-10%	-8%	-17%	22	-6%	-8
Cc1ccc(NC(=O)Nc2ccc3c(c2)nc(C)n3C)cc1	0%	-1%	3%	-4%	-2%	-1%	3%	2%	4	5%	-3
Cc1ccc(S(=O)(=O)N(CC(=O)NCc2ccco2)Cc2ccccc2F)cc1	4%	-2%	-1%	3%	1%	8%	4%	?	-28	1%	-13
